Yfh1-off respiration: mitochondrial function rescue without frataxin homolog – Friedreich's ataxia, plus single-dose screen, dose response (AID 1465). S. cerevisiae Yfh1-off respiration, WST-1 reduction, 72 h; higher fold induction means a stronger effect. fold induction at 50 µM, or EC50 in µM where a hit was titrated. hit rate 0.074% among 220,000;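 active = fold induction of absorbance versus untreated yeast above a set limit, then at least 30% activation at any dose in follow-up; inconclusive = repeats straddling the limit, or above it without dose testing; inactive = fold induction below the set limit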;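 also: activators that raise dye reduction in frataxin-depleted yeast; strong numbers were not always called active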
MgcRacGAP inhibition: MgcRacGAP GTPase-activating activity inhibitors, confirmation, biochemical, ADP Hunter fluorescence | MgcRacGAP-stimulated Rac1 GTP hydrolysis, ADP Hunter fluorescence; higher % means a stronger effect; GST-tagged Rac1 F28L mutant substrate | inhibition, % at 30 µM, or IC50 in µM where a hit was titrated | hit rate 0.6% among 340,000 | AID 624330;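 active = first-screen hits whose inhibition reached a set limit at any dose in the follow-up dose series; inconclusive = inhibition above the set first-screen limit but never retested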;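 also: fluorescence reports GDP produced by GAP-driven GTP hydrolysis; strong numbers were not always called active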
NS5 inhibitors: flavivirus cap methylation enzyme inhibition – biochemical, confirmation dose response, primary screen (AID 588689); hit rate 0.3% among 340,000; one-dose inhibition, % at 25 µM; IC50 in µM for titrated hits; Dengue-2 NS5 methyltransferase capping enzyme assay, biochemical; higher % means a stronger effect; in the data active = a potency from the dose series; inconclusive = inhibition above about 29% without an active follow-up result
GPR55 activation: selective activators of receptor GPR55 – imaging, U2OS cells, beta-arrestin-GFP redistribution, primary screen (AID 1961); U2OS GPR55 beta-arrestin-GFP redistribution imaging; higher % means a stronger effect; activation, % at 10 µM, or EC50 in µM where a hit was titrated; hit rate 0.048% among 290,000;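 active = activation above 40% with more than 50 cells counted in the well; inconclusive = wells holding fewer than 50 cells, flagged as toxic or sparse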;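 also: U2OS osteosarcoma cells stably expressing GPR55 and beta-arrestin-GFP; plate controls were DMSO negative control for no effect and LPI positive control for full effect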
AID2073: inhibitors of Mint1-CaV2.2 protein interaction, biochemical, HTRF (AID 2073); hit rate 0.19% among 290,000; one-dose inhibition, % at 20 µM; IC50 in µM for titrated hits; HTRF protein-protein interaction, Mint1-CaV2.2; higher % means a stronger effect; in the data active = inhibition mostly above about 51%, no sharp cut-off; inconclusive = no clear call, values can overlap the other calls; inactive = mostly below about 53%; also: some results filed as inactive read as strong as hits
NTR1 ag: NTR1-driven beta-arrestin-GFP spot formation – imaging, U2OS cells, high content, primary screen (AID 493036). hit rate 0.17% among 330,000. agonist mode. activation, % at 20 µM;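 active = activation at or above 40% of the spot to cytoplasm intensity ratio, with at least 20 cells analyzed; inconclusive = wells under 20 cells, flagged as cytotoxic or low count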;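 also: 0% = DMSO without peptide and 100% = 100 nM NTR1 peptide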
Target sequence (P30989 whole entry, looked up): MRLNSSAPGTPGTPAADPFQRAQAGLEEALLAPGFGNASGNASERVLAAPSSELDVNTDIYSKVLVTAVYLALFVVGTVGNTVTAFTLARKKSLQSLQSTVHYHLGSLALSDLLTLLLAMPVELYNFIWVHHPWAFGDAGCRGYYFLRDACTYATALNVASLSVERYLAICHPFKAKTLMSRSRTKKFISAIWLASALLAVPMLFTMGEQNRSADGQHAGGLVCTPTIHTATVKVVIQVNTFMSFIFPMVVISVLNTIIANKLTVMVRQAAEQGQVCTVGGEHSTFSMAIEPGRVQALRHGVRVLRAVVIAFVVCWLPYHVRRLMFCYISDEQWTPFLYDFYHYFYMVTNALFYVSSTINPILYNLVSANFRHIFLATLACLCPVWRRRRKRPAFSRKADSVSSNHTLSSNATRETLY
GPR35 antagonists: inhibition of zaprinast-stimulated GPR35 beta-arrestin translocation – imaging, U2OS, beta-arrestin-GFP, zaprinast agonist, primary screen (AID 2058). U2OS GPR35 beta-arrestin-GFP translocation imaging, zaprinast antagonism; higher % means a stronger effect. hit rate 0.052% among 290,000. inhibition, % at 10 µM, or IC50 in µM where a hit was titrated;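 active = inhibition of at least 50% with at least 30 cells and total cytoplasm GFP at most 10,000,000; inconclusive = under 30 cells or total GFP of 10,000,000 plus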
Large T inhibition: SV40 large T antigen inhibitors, biochemical (AID 1903); inhibition, % at 20 µM, or IC50 in µM where a hit was titrated; hit rate 0.39% among 310,000; SV40 large T antigen ATPase/helicase inhibition assay; higher % means a stronger effect; in the data active = a potency from the dose series; inconclusive = inhibition mostly from about 32% at the one dose, without a potency; inactive = the rest, 99 in 100 with inhibition below about 32%; also: strong numbers were not always called active
GPR55 antagonists: inhibition of LPI-stimulated GPR55 beta-arrestin translocation – imaging, U2OS, beta-arrestin-GFP, LPI agonist, primary screen (AID 2013); U2OS GPR55 beta-arrestin-GFP translocation imaging, LPI antagonism; higher % means a stronger effect; one-dose inhibition, % at 10 µM; IC50 in µM for titrated hits; hit rate 0.13% among 290,000;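 active = spots per cell inhibited over 60%, with over 100 cells counted and total cytoplasm intensity under 500,000; inconclusive = wells with under 100 cells, flagged as likely toxic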;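 also: U2OS cells stably carrying GPR55 and arrestin-GFP stimulated by 5 µM LPI near EC80; imaged beta-arrestin-GFP aggregate spots per cell after agonist stimulation; plate controls were LPI-stimulated DMSO wells for no effect and DMSO wells without LPI for full effect; some results filed as inactive read as strong as hits; confirmed hits need IC50 under 10 µM and bright autofluorescent wells are also inconclusive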
NTR1 ag cell count 20 µM: second read-out of NTR1 ag, no call of its own (marks repeat the call); cell count; measured here: cell count, cytotoxicity flag
NS5 inhibitors pilot replicate: second read-out of NS5 inhibitors, no call of its own (marks repeat the call); inhibition, %; measured here: pilot screen replicate inhibition
An asterisk follows results filed as active; i = inactive; ? = inconclusive; · = no result given.

SMILES	Yfh1-off respiration	MgcRacGAP inhibition	NS5 inhibitors	GPR55 activation	AID2073	NTR1 ag	NTR1 ag cell count 20 µM	GPR35 antagonists	Large T inhibition	GPR55 antagonists	others
COc1ccc(OC)c(-n2c(=S)[nH]c3cc(C(=O)N4CCN(c5ccccc5)CC4)ccc3c2=O)c1	i	19%	2%	-0.5%	5%	10	60	2%	16%	2%
Cc1ccc(NC(=O)Nc2ccc(F)c(Cl)c2)cc1	i	6%	-2%	-0.1%	16%	2.5	57	-20%	-2%	0%
CCN1CCc2c(OCC(=O)N3CCc4ccccc43)cccc2C1=O	i	·	·	1.2%	10%	2.0	73	2%	0%	10%
COc1ccc(S(=O)(=O)N2CCCN(S(=O)(=O)c3ccc(OC)c(C)c3)CC2)cc1C	i	2%	-3%	-0.4%	0%	7.0	47	-9%	6%	-13%
Cc1ccc(S(=O)(=O)N2CCN(C3CCC(c4ccccc4)CC3)CC2)cc1 (stereo unspecified)	·	·	·	-0.4%	4%	0.4	67	-10%	3%	0%
CCN1C(=O)C(CC(=O)Nc2ccc(F)cc2)N(Cc2ccc3c(c2)OCO3)C1=S (stereo unspecified)	i	-1%	-2%	-0.1%	-7%	1.6	48	-11%	0%	3%
O=C(Nc1ccccc1C(F)(F)F)c1cc2ccccc2o1	·	8%	-2%	0.7%	3%	-0.3	65	6%	6%	4%
CC(=O)Nc1ccccc1C(=O)C(=O)Nc1cccc(C(=O)N2CC(C)CC(C)C2)c1 (stereo unspecified)	i	9%	2%	-0.5%	0%	-0.6	57	-1%	14%	-8%
C#CCOCCOCCOCCNc1nc(N2CCN(C(=O)[C@H](Cc3ccc(O)cc3)n3cc([C@@H](N)CC(C)C)nn3)CC2)nc(N2CCN(C(=O)[C@H](Cc3cc4ccccc4[nH]3)n3cc([C@@H](N)CC(C)C)nn3)CC2)n1	i	·	·	0.1%	22%	-1.8	89	10%	5%	11%
CC1(C)C2CCC1(CS(=O)(=O)Nc1cccc(S(N)(=O)=O)c1)C(=O)C2 (stereo unspecified)	i	·	·	0.2%	-13%	1.4	44	-11%	0%	12%
Cc1cc(NC(=O)COC(=O)CCNS(=O)(=O)c2c(Cl)cccc2Cl)no1	i	5%	10%	-0.2%	3%	-0.6	46	11%	-4%	8%
O=C(c1ccc(F)cc1)N1CCN(C(=O)c2cccnc2)CC1	i	12%	-4%	-0.1%	-4%	-0.7	48	-13%	9%	0%
CCOCC(=O)Nc1cc(C(=O)OC)ccc1C(=O)OC	i	-2%	0%	0.3%	8%	4.3	63	-8%	3%	?
O=C(CS(=O)(=O)c1cn(Cc2ccc(Cl)cc2)c2ccccc12)N1CCCCC1	i	0%	-1%	0.3%	2%	0.4	91	7%	3%	-4%
COc1cccc2oc3ccc(C#CC4(N)CCCCC4)cc3c(=O)c12	·	-4%	17%	-0.3%	13%	18	70	14%	-5%	17%
CCN(CC)S(=O)(=O)c1cc(OCC(N)=O)c(C)cc1Cl	i	-5%	-6%	-0.3%	0%	2.3	67	-6%	23%	-2%
CCCCC(=O)O[C@]1(C(=O)CO)CC[C@H]2[C@@H]3CCC4=CC(=O)CC[C@]4(C)[C@H]3[C@@H](O)C[C@@]21C	i	-5%	-4%	0.1%	4%	-1.7	38	-18%	24%	12%
CCOc1cc(C(=O)Nc2ccc(N3CCN(C(C)=O)CC3)cc2)cc(OCC)c1OCC	·	5%	-5%	-0.1%	-2%	1.4	44	6%	-5%	3%
CCOc1ccc(C(=O)NCC(=O)OCc2c(C)noc2C)cc1OCC	i	-4%	-10%	0.0%	4%	-0.5	47	-9%	3%	-2%
CC1=C(C)C(O)N(Cc2ccccc2)C1=O (stereo unspecified)	·	8%	-12%	0.2%	5%	-0.4	66	10%	1%	-5%
CCN(CC)c1ccc(/C=N/NC(=O)c2ccoc2C)c(O)c1	i	3%	2%	0.3%	-22%	3.2	73	21%	25%	2%
O=C(N/N=C/c1ccc2ncccc2c1)c1ccco1	i	11%	1%	0.0%	31%	0.9	79	-5%	11%	5%
NC(=O)C1CCN(CC(=O)Nc2ccccc2Sc2ccc(Cl)cc2)CC1	i	11%	-4%	-0.1%	1%	-2.0	69	21%	1%	10%
CC(C)(O)C#Cc1ccc(C(=O)N2CCN(C(=O)c3ccco3)CC2)cc1	i	6%	-2%	-0.1%	4%	-1.7	78	-3%	-2%	11%
Cc1sc2nc(C3CC3)nc(N3CCN(C(=O)c4ccccc4F)CC3)c2c1C	·	7%	-1%	0.5%	-3%	7.8	38	-6%	5%	10%
CC(C)NC(=O)CSc1nc2sccc2c(=O)n1-c1ccccc1	·	2%	-2%	0.3%	3%	1.7	46	5%	8%	6%
O=C(Cc1ccc(Br)cc1)NCCCn1ccnc1	·	5%	-12%	-0.2%	-3%	0.1	55	8%	5%	-7%
COc1ccc(Cn2c(SCc3cc(C)ccc3C)nc3cc(OC)c(OC)cc3c2=N)cc1	i	10%	0%	0.5%	34%	48*	47*	16%	11%	3%
CCN(CC)C(=O)C(Oc1ccc(C)nc1[N+](=O)[O-])c1ccccc1 (stereo unspecified)	·	9%	-6%	0.3%	-3%	0.6	43	-4%	1%	6%
Cc1ccccc1NC(=O)c1ccc2c(c1)N(C)CCS2	·	5%	-4%	0.6%	24%	-0.5	78	4%	18%	-6%
COc1ccc(Cc2nnc(NC(=O)CS(=O)(=O)c3ccccc3)s2)cc1OC	·	4%	-7%	0.9%	7%	-2.3	50	1%	1%	-11%
S=C1CCSc2ccc(Cl)cc2N1	·	4%	-7%	-0.1%	-14%	-2.0	75	9%	-5%	23%
Cc1ccc(S(=O)(=O)NCCCCCC(=O)NCCc2ccccc2)cc1	·	12%	-10%	-0.1%	0%	0.4	75	-4%	1%	30%
CCN(CC)C(=O)C(=O)c1cccn1-c1ccccc1C#N	i	5%	-7%	-0.1%	1%	-1.5	51	7%	12%	4%
Cc1nnc(NC(=O)CSc2nc3ccccc3o2)s1	i	0%	0%	-0.3%	-3%	0.5	64	-8%	2%	3%
O=C(CCCN1C(=O)/C(=C/c2cccs2)SC1=S)NNC(=O)c1cccnc1	i	5%	-2%	-1.9%	13%	5.6	61	-13%	6%	-4%
O=C1N/C(=N/O)S/C1=C/c1cccnc1	i	4%	-6%	-0.1%	17%	-1.2	87	5%	3%	-1%
Cc1occc1C(=O)N1CCN(C(c2ccccc2)c2ccccc2)CC1	i	1%	-4%	-0.2%	-3%	0.9	88	-6%	4%	5%	NS5 inhibitors pilot replicate=-0.3
COc1ccc(Cl)cc1NC(=O)CN(C)CC(=O)Nc1ccc(S(N)(=O)=O)cc1	·	5%	-2%	-0.2%	7%	1.1	50	9%	5%	11%
CC(C)CCN(CC(=O)NC1CCCC1)C(=O)C(=O)Nc1ccc2c(c1)OCCO2	·	6%	-3%	0.0%	4%	-0.8	56	-6%	7%	2%
CC1(C)CN(c2ccccc2)N(C(=O)c2ccc(C#N)cc2)C1=O	·	13%	-5%	-0.2%	?	0.5	88	7%	2%	3%
Nc1nnc(Cc2c[nH]c3ccccc23)s1	i	18%	0%	-0.1%	-2%	1.4	61	2%	6%	3%	NS5 inhibitors pilot replicate=1.5
COc1ccc2nc3sc(C(=O)NCc4cccs4)c(N)c3cc2c1	i	·	·	-0.1%	-22%	1.5	61	15%	-3%	4%
Cc1ccc(S(=O)(=O)NC(CC(=O)n2nc(C)cc2C)c2ccccc2)cc1 (stereo unspecified)	i	8%	1%	-0.1%	-6%	6.0	51	1%	6%	3%
Cc1cc(N2CCN(CC(O)C(F)(F)F)CC2)c2ccccc2n1 (stereo unspecified)	·	-4%	-1%	-0.1%	7%	-0.9	45	12%	2%	5%
COc1cccc(NC(=O)COC(=O)c2nc3nccc(C)n3n2)c1	i	-3%	-2%	-0.2%	8%	-0.9	41	-6%	10%	14%
CCOc1ccccc1C(c1c(C)n(C)n(-c2ccccc2)c1=O)c1c(C)n(C)n(-c2ccccc2)c1=O	·	13%	-13%	-0.1%	3%	-1.5	59	6%	4%	9%
COc1ccc(Br)cc1C(=O)Nc1ccc(C(=O)NCC(C)C)cc1	i	2%	-1%	-0.2%	14%	0.9	39	2%	5%	4%
COc1ccc(/C=C2\SC(=S)N(CC(=O)Nc3nnc(C)s3)C2=O)cc1	·	5%	-3%	0.2%	-4%	0.9	67	-2%	13%	0%
Cc1cc(C)c(NC(=O)C2=CCN(S(=O)(=O)c3ccc(F)cc3)CC2)c(C)c1	·	-1%	0%	0.2%	5%	-1.8	54	2%	3%	9%
O=C(Nc1c(C(=O)O)[nH]c2ccc(F)cc12)c1cccc(C(F)(F)F)c1	i	0%	-2%	0.5%	10%	-0.8	58	12%	5%	6%
O=C(Nc1ccc(F)cc1)c1c(Cl)nc2ccccn12	i	8%	-2%	-0.7%	-5%	-0.6	51	-4%	20%	4%
Cc1cc(Oc2ccc(=O)n(C)n2)nc(Oc2ccc(=O)[nH]n2)n1	i	9%	1%	-0.2%	10%	0.6	38	2%	15%	5%
COc1ccccc1NC(=O)c1cc(Cl)nnc1Cl	i	-5%	-7%	-0.3%	-1%	3.0	47	-1%	7%	5%
Cn1c(-c2ccc(F)cc2)cnc1SCC(=O)Nc1ccccc1	i	5%	-18%	0.4%	14%	1.1	27	0%	-3%	·
CCCc1[nH][nH]c(=O)c1C(c1ccc(Br)cc1)C(C#N)C#N (stereo unspecified)	i	3%	-1%	-0.3%	0%	1.9	52	-6%	14%	0%
COc1ccc(NC(=S)N2CCN(S(=O)(=O)c3ccccc3)CC2)cc1OC	·	-2%	1%	0.2%	-9%	1.1	54	-14%	9%	2%
Nc1cc(Cl)c(N)cc1Cl	i	?	-3%	-0.2%	?	0.3	63	-8%	?	0%	NS5 inhibitors pilot replicate=-6.5
CCOc1cccc(/C=C/c2cc(C(=O)O)c3ccccc3n2)c1OC	i	9%	0%	0.5%	7%	0.1	62	6%	4%	2%

Screening results as filed in PubChem.

No enrichment for hits; about 1.7% have a hit in one of these screens.
